High-throughput results as filed in PubChem BioAssay.
PfM18AAP inh = blocks P. falciparum M18 aspartyl aminopeptidase; actives 1.2% (n = 290,000); recombinant PfM18AAP, H-Glu-NHMec fluorogenic cleavage; inhibition, % at 7.35 µM;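 active means inhibition above the campaign mean inhibition over all tested compounds plus 3 SD, cut at about 28% in these data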;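 further: 0% = plate median of test compound wells and 100% = 2 mM ZnCl2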
MEKK2wt PB1 HTS = raises or lowers MEK5 binding to wildtype human MEKK2 PB1 domain; bead flow cytometry, Alexa488-MEK5 binding to MEKK2 WT; actives lie on both sides; binding response (% of control), % at 10 µM; Q9Y2U5; actives 1.1% (n = 290,000); AID 1531; in the data active means binding response below about 67% or above about 130%
IDE inh = inhibitors of human insulin-degrading enzyme in cells. P14735. HEK cells, FAbetaB cleavage, fluorescence polarization. inhibition, % at 5.59 µM. actives 0.41% (n = 320,000);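 active means percent inhibition above the average of all tested compounds plus 3 SD, set per screening campaign, cut at about 16% in these data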;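 further: IDE supplied by intact live HEK cells; FP after avidin binding of uncleaved biotin substrate so inhibition keeps polarization high; 0% = DMSO wells and 100% = 60 µM reference IDE inhibitor Ii1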
MEKK3 PB1 HTS = modulators (inhibitors or enhancers) of MEK5 binding to human MEKK3 PB1 domain | binding response (% of control), % at 10 µM | actives 1.4% (n = 290,000) | Q99759 | AID 1529 | bead-based flow cytometry, Alexa488-MEK5 binding to MEKK3; actives lie on both sides; 0 = blocked by unlabeled MEK5, 100 = vehicle;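 active means binding response more than 3 SD above or below the average of its plate-row segment, actives on both sides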;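 further: Alexa488 bead fluorescence after subtracting the streptavidin-only scavenger bead signal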
Target sequence (Q99759 whole entry, looked up, the tested form may be a part): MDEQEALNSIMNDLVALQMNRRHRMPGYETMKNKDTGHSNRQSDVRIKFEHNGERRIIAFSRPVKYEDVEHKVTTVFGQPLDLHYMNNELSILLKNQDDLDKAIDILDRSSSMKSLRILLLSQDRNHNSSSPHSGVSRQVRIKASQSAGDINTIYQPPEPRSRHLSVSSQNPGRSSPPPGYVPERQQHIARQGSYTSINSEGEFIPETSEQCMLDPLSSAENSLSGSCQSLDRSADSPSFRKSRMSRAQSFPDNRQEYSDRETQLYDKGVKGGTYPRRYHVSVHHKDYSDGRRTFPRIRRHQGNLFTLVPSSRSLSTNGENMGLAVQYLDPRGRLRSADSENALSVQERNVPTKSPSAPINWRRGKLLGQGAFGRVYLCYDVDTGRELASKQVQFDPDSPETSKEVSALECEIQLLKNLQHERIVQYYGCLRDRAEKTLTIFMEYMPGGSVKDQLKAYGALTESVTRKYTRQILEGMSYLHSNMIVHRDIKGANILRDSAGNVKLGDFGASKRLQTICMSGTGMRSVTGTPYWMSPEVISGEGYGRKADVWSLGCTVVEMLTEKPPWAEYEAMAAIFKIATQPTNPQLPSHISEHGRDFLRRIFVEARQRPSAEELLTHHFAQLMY
MEKK2 mut-MEK5 = signal of MEK5 binding to mutant human MEKK2 PB1 domain | AID 1530 | bead flow cytometry, Alexa488-MEK5 binding to MEKK2 mutant | percent response, % at 10 µM | actives 0.35% (n = 290,000); in the data active means percent response above about 24%, passing the limit was not always enough; further: inactives centre near 1; some results filed as inactive read as strong as hits; reference of the scale not given here
NALP1 inh = blocks the NALP1 inflammasome reconstituted in yeast | S. cerevisiae NALP1/ASC/caspase-1 growth, X-gal OD620, 72 h | inhibition, % at 10 µM | actives 0.61% (n = 280,000); in the data active means inhibition mostly above about 24%, no sharp cut-off; inactive means mostly below about 32%; further: some compounds called inactive have numbers as strong as hits
UBC9 SUMO inh = blocks human SUMOylation mediated by UBC9; HTRF SUMOylation assay, SAE1/SAE2 + UBC9, in vitro; actives 0.36% (n = 290,000); inhibition, % at 35 µM; AID 2006; in the data active means inhibition above about 50%, passing the limit was not always enough; further: strong numbers were not always called active
Target sequence (P63279 whole entry, looked up): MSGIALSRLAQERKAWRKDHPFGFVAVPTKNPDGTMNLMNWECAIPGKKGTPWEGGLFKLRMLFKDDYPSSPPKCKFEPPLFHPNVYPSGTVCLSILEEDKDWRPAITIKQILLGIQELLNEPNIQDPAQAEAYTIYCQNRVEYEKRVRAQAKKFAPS
IDE act = IDE (human) activation, cell-based | P14735 | actives 0.073% (n = 340,000) | AID 493087 | activation, % at 5.96 µM | HEK cells, FAbeta-B cleavage, fluorescence polarization; 0% vehicle, 100% cell-free pure enzyme wells;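 active means activation above the mean of all tested compounds plus 3 SD, set per screening campaign, cut at about 17% in these data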
pCIP destab = p/CIP protein destabilization; actives 0.01% (n = 290,000); F442A p/CIP-EGFP cells, EGFP fluorescence, 16 h; decrease of EGFP signal, % at 10 µM;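 active means EGFP signal decrease of at least 30% at 10 µM or well 3 SD below plate mean, unless failing retest; inactive means the rest, including hits failing retest or dose response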; further: some compounds called inactive have numbers as strong as hits; many of its hits are not listed in these tables
* = called active by the depositor; / = not tested or not shown.

SMILES	PfM18AAP inh	MEKK2wt PB1 HTS	IDE inh	MEKK3 PB1 HTS	MEKK2 mut-MEK5	NALP1 inh	UBC9 SUMO inh	IDE act	pCIP destab
N#Cc1c(NC(=O)C2C3C=CC(C3)C2C(=O)O)sc2c1CCCCC2 (stereo not drawn)	-4.6	92.0	-4.8	92.0	-5.0	-2.5	-17.2	3.0	-12.3
Cc1ccc(C)c(C(C)NC(=O)C2CCCO2)c1 (stereo not drawn)	2.6	99.0	1.3	102.0	2.0	2.9	36.3	2.7	2.7
O=C(NN=C1CCCC1)c1ccc([N+](=O)[O-])cc1	1.4	103.0	1.2	107.0	-3.0	-12.4	11.6	-4.9	3.9
Cc1cc(C)c[n+](-c2[nH]c(=O)sc2/C=N/N=C(\N)[S-])c1	11.7	97.0	3.9	96.0	3.0	-3.7	-7.3	-3.8	-4.2
CCC(=O)Nc1cccc(NC(=O)c2ccc(C)cc2Cl)c1	-2.5	108.0	0.0	114.0	-6.0	8.8	-0.5	6.2	-7.7
CCN(CC)C(=O)CSC1=N/C(=C/c2ccco2)C(=O)N1c1ccc(OC)c(Cl)c1	1.6	101.0	6.8	98.0	10.0	17.8	5.7	-3.5	-5.4
O=C(NCCOc1ccccc1Cl)c1ncn[nH]1	11.0	90.0	3.2	98.0	-5.0	11.8	-2.1	-2.3	-5.9
COc1ccc2c(/C=N/NS(=O)(=O)c3ccc(C)cc3)c[nH]c2c1	-14.5	89.0	1.5	89.0	-13.0	14.7	21.8	2.7	-4.2
O=C(CN1C(=O)c2ccccc2C1=O)NCC(=O)OCC(=O)c1cccc([N+](=O)[O-])c1	-0.2	85.0	-3.3	88.0	-11.0	15.8	16.4	2.6	-0.1
CCN(CC)c1nc(Oc2ccc(=O)[nH]n2)nc(N2CCOCC2)n1	6.6	105.0	-4.1	104.0	1.0	29.0	6.2	5.8	-1.5
Cc1ccc(C(=O)O)cc1NC(=S)NC(=O)c1ccc([N+](=O)[O-])c(C)c1	0.8	92.0	2.4	91.0	-1.0	14.0	14.0	-0.5	7.0
CCOC(=O)C(C)Sc1nc2c([nH]c3ccccc32)c(=O)n1C (stereo not drawn)	0.7	95.0	4.2	115.0	10.0	1.8	-6.6	3.1	2.4
CC(C)(C)c1csc(NC(=O)CCc2ccccc2)n1	0.5	100.0	-0.9	102.0	0.0	10.3	-2.2	4.9	-8.6
Cc1ccc(NC(=O)N2CCC(O)(c3ccc(Cl)cc3)CC2)cc1	-4.2	106.0	-5.8	104.0	-1.0	16.9	-1.6	-2.8	0.2
OCCOCCn1c(C(CO)Nc2nc(-c3ccc(Cl)cc3)cs2)nc2ccccc21 (stereo not drawn)	/	98.0	-0.6	102.0	4.0	/	/	1.6	/

Fetched by structure from above (five):
SMILES	PfM18AAP inh	MEKK2wt PB1 HTS	IDE inh	MEKK3 PB1 HTS	MEKK2 mut-MEK5	NALP1 inh	UBC9 SUMO inh	IDE act	pCIP destab
CCOC(=O)C(C)Sc1nc2c([nH]c3ccccc32)c(=O)n1C (stereo not drawn)	0.7	95.0	4.2	115.0	10.0	1.8	-6.6	3.1	2.4
Cc1ccc(NC(=O)N2CCC(O)(c3ccc(Cl)cc3)CC2)cc1	-4.2	106.0	-5.8	104.0	-1.0	16.9	-1.6	-2.8	0.2
Cc1ccc(C(=O)O)cc1NC(=S)NC(=O)c1ccc([N+](=O)[O-])c(C)c1	0.8	92.0	2.4	91.0	-1.0	14.0	14.0	-0.5	7.0
CCN(CC)C(=O)CSC1=N/C(=C/c2ccco2)C(=O)N1c1ccc(OC)c(Cl)c1	1.6	101.0	6.8	98.0	10.0	17.8	5.7	-3.5	-5.4
O=C(NN=C1CCCC1)c1ccc([N+](=O)[O-])cc1	1.4	103.0	1.2	107.0	-3.0	-12.4	11.6	-4.9	3.9

The list goes on.
SMILES	PfM18AAP inh	MEKK2wt PB1 HTS	IDE inh	MEKK3 PB1 HTS	MEKK2 mut-MEK5	NALP1 inh	UBC9 SUMO inh	IDE act	pCIP destab
COc1ccccc1OCC(=O)N1CCCCCCC1	3.8	100.0	-2.0	95.0	-1.0	8.8	-2.7	2.5	-10.0
Cc1cc(NC(=O)COc2ccc(Cl)cc2Cl)n(CCC#N)n1	-7.6	88.0	-0.4	89.0	-10.0	-3.9	12.0	-1.9	-4.9
CC(C)C(NC(=O)c1ccc([N+](=O)[O-])cc1Cl)C(=O)N1CCCC1 (stereo not drawn)	-3.5	96.0	3.4	102.0	-10.0	-21.4	-14.3	9.7	7.0
O=C(NC1CCCc2ccccc21)C1CCN(S(=O)(=O)c2cccc(C(F)(F)F)c2)CC1 (stereo not drawn)	1.1	96.0	-2.1	116.0	-1.0	20.3	2.6	-2.2	-5.4
C#CCOCCOCCOCCNc1nc(N2CCOCC2)nc(N2CCN(C(=O)[C@H]([C@@H](C)CC)n3cc([C@@H](N)CC(C)C)nn3)CC2)n1	1.9	119.0	0.3	110.0	15.0	0.3	-12.2	1.6	-8.6
O=C(O)C1=C[C@H](c2cccs2)C[C@H](OCCCCO)O1	/	87.0	-12.5	86.0	2.0	/	8.6	5.9	-3.8
Cn1nccc1C(=O)N(CCN1CCCCC1)CC1CCCN(C2CCCC2)C1 (stereo not drawn)	0.1	110.0	6.0	103.0	3.0	22.2	11.2	6.9	0.0
CCOC(=O)c1sc(=S)n(-c2ccccc2)c1N	-3.3	93.0	-4.7	85.0	-4.0	-45.2	11.8	2.7	-5.9
CN1CCN2c3ncccc3Cc3ccccc3[C@@H]2C1	-7.5	100.0	1.6	101.0	5.0	2.4	18.1	0.1	-17.1
O=C(CSc1ccc(C(F)(F)F)cc1[N+](=O)[O-])N1CCOCC1	-14.5	104.0	4.2	104.0	2.0	18.4	13.5	2.5	3.5
COc1ccc(-c2noc(CCCC(=O)NCc3ccco3)n2)cc1OC	4.8	115.0	-3.2	104.0	2.0	1.3	-26.6	-1.7	-0.5
COc1cc(OC)c(NC(=O)CCNC(=O)Cn2cnc3ccccc3c2=O)cc1Cl	5.4	108.0	-1.0	110.0	5.0	-7.7	-22.7	7.2	6.5
Cn1nc(C(=O)N2CCc3ccccc32)c2ccccc2c1=O	-4.4	106.0	3.8	108.0	3.0	4.0	14.7	3.9	-6.1
COc1cccc(CNC(=O)C2CCN(C(=O)N3CC(C)Oc4ccccc43)CC2)c1 (stereo not drawn)	-3.2	98.0	1.5	103.0	3.0	-2.3	6.1	-1.6	-8.8
COc1ccc(S(=O)(=O)CCC(=O)O)cc1	-4.7	105.0	-1.0	105.0	4.0	8.4	-2.1	-0.9	5.7
COc1cccc(CNc2ccc([N+](=O)[O-])cc2Cl)c1O	-5.2	97.0	1.8	102.0	-4.0	6.6	5.6	5.5	-5.8
CCN1C(=O)NC2C1N(S(C)(=O)=O)CCN2S(C)(=O)=O (stereo not drawn)	3.0	108.0	1.8	111.0	7.0	-14.9	6.7	0.1	-5.2
Cc1ccc(N2CC(c3nc4ccccc4[nH]3)CC2=O)c(C)c1 (stereo not drawn)	2.2	116.0	4.0	111.0	11.0	18.7	-2.1	-6.5	6.6
COc1ccc([N+](=O)[O-])cc1NC(=O)C(C)OC(=O)C1c2ccccc2Oc2ccccc21 (stereo not drawn)	-8.0	98.0	2.9	100.0	-1.0	1.0	-21.3	1.4	-16.7
COc1ccc(CN2CCCCC2c2cccnc2)c(OC)c1C (stereo not drawn)	-5.5	96.0	1.9	98.0	4.0	12.6	2.2	-2.1	-0.8
O=S(=O)(Nc1cccc2ccccc12)c1cccs1	0.9	91.0	1.3	95.0	-5.0	-2.6	-3.0	-2.9	6.4
Cc1nc(-c2ccccc2)nc2[nH]c(C(C)C)cc(=O)c12	-1.3	102.0	-2.3	105.0	4.0	38.5	14.3	0.8	2.4
O=C1NC2(CCCCC2)C(=O)N1CCS(=O)(=O)Oc1ccccc1	6.7	100.0	-1.6	99.0	2.0	2.2	17.4	-2.9	9.1
CCCCNC(=O)CS(=O)Cc1nc(-c2ccc(C)cc2)oc1C (stereo not drawn)	3.6	111.0	-0.6	114.0	6.0	-12.4	7.0	-1.2	2.0
CC(C)N1CCN(Cc2cccs2)CC1CCO (stereo not drawn)	-11.4	99.0	/	99.0	0.0	-17.8	-10.1	2.7	-8.7
CC(C)C[C@H](NC(=O)NCc1ccc(Cl)cc1)C(=O)O	5.7	106.0	4.0	104.0	5.0	5.9	-12.5	2.8	-25.1
CCCCNC(=O)C1CCN(S(=O)(=O)c2cnc[nH]2)CC1	-7.2	100.0	3.3	102.0	3.0	5.6	6.7	-3.4	5.9
CC1CN(C(=O)COC(=O)c2nn(-c3ccccc3)c(=O)c3ccccc23)CC(C)O1 (stereo not drawn)	-4.7	82.0	5.7	92.0	-14.0	21.1	2.0	5.0	4.6
COc1ccccc1C(=O)CSc1nccn1C	-0.2	95.0	1.1	98.0	-2.0	-8.5	0.9	4.0	-7.0
O=C(CS(=O)(=O)Cc1ccccc1)N1CCN(C(=O)c2ccco2)CC1	3.0	101.0	6.7	102.0	0.0	1.9	-33.2	-3.5	-13.6
N#Cc1ccc(Cl)cc1NC(=O)COC(=O)[C@H](CCC(N)=O)NC(=O)c1ccc(F)cc1	0.1	100.0	0.8	99.0	-1.0	16.1	-8.2	-5.9	-5.3
CC(C)(C)c1cc(NC(=O)COC(=O)C2CC2)n(-c2ccccc2)n1	-2.0	106.0	1.3	100.0	2.0	3.8	6.6	2.6	-2.4
O=C(COc1ccc(S(=O)(=O)N2CCOCC2)cc1)NCC1CCCO1 (stereo not drawn)	1.9	107.0	0.4	103.0	5.0	3.8	15.6	4.4	-19.7

3 entries from above, sorted by length of the SMILES, lowest first:
SMILES	PfM18AAP inh	MEKK2wt PB1 HTS	IDE inh	MEKK3 PB1 HTS	MEKK2 mut-MEK5	NALP1 inh	UBC9 SUMO inh	IDE act	pCIP destab
CC(C)C[C@H](NC(=O)NCc1ccc(Cl)cc1)C(=O)O	5.7	106.0	4.0	104.0	5.0	5.9	-12.5	2.8	-25.1
O=C(CS(=O)(=O)Cc1ccccc1)N1CCN(C(=O)c2ccco2)CC1	3.0	101.0	6.7	102.0	0.0	1.9	-33.2	-3.5	-13.6
N#Cc1ccc(Cl)cc1NC(=O)COC(=O)[C@H](CCC(N)=O)NC(=O)c1ccc(F)cc1	0.1	100.0	0.8	99.0	-1.0	16.1	-8.2	-5.9	-5.3

Single records (already shown). Order of values: PfM18AAP inh	MEKK2wt PB1 HTS	IDE inh	MEKK3 PB1 HTS	MEKK2 mut-MEK5	NALP1 inh	UBC9 SUMO inh	IDE act	pCIP destab
CC(C)N1CCN(Cc2cccs2)CC1CCO (stereo not drawn) across the screens: -11.4	99.0	/	99.0	0.0	-17.8	-10.1	2.7	-8.7
O=C(CS(=O)(=O)Cc1ccccc1)N1CCN(C(=O)c2ccco2)CC1 across the screens: 3.0	101.0	6.7	102.0	0.0	1.9	-33.2	-3.5	-13.6

An excerpt. The share of hits here may be higher or lower than overall.
